Screening data from PubChem BioAssay.
12-LOX inh = Primary qHTS assay for inhibitors of human arachidonate 12S-lipoxygenase (ALOX12): Round 2; purified 12hLO, xylenol orange hydroperoxide absorbance; 580,000 compounds, 1.1% hits; Potency, µM (highest dose often 108 µM), for inactives: top-dose activity change, negative = inhibition, usual class: inhibitors; also: % is scaled to controls: 0 for no effect and ±100 for the full control effect
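Hydroperoxide product was detected by ferrous iron/xylenol orange as the 573 to 405 nm absorbance ratio. Arachidonic acid at 40 uM (final) was turned over for 30 min at room temperature by 150 nM human 12hLO, pH 7.0 Hepes buffer, after 15 min compound preincubation.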
RGS4 inh = Inhibitors of Regulator of G Protein Signaling (RGS) 4: qHTS; Regulator of G-protein signaling 4 (Homo sapiens), P49798; Transcreener GDP fluorescence polarization, RGS4-accelerated GTP hydrolysis; Potency, µM (top dose mostly 114 µM), for inactives: at the highest dose activity change, negative = inhibition, actives largely listed as inhibitors; 390,000 compounds, 0.039% hits; AID 504845, 2011; also: % is scaled to controls: 0 for no effect and ±100 for the full control effect; nearly all actives have a fitted effect of over 75% in size; some results filed as inactive show a strong effect at the top dose
Target sequence (P49798 whole entry, looked up): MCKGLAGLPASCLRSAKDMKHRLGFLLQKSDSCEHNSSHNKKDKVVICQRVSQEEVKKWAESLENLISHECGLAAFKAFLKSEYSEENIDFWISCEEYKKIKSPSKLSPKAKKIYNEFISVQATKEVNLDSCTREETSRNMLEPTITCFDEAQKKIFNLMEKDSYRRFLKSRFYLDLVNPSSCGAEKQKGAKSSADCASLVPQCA
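MLSMR compounds (23 nl, pin-transferred) preincubated 10 min at room temperature with a 500nM (2x) first reagent, then RGS4 at 900nM (2x) plus Transcreener GDP mix added; fluorescence polarization (620/688 nm) read before and after 90 min at 30 °C.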
rTrxR1 inhibitor = qHTS Assay for Inhibitors of Mammalian Selenoprotein Thioredoxin Reductase 1 (TrxR1): qHTS; AID 588453, 2011; 390,000 compounds, 1% hits; Thioredoxin reductase 1, cytoplasmic (Rattus norvegicus), O89049; recombinant rTrxR1, NADPH fluorescence consumption, selenite substrate; Potency, µM (doses to about 114 µM), without a hit: at the highest dose activity change, negative = inhibition, most hits filed as inhibitors; also: % is scaled to controls: 0 for no effect and ±100 for the full control effect; nearly all actives have a fitted effect of over 65% in size
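Rat TrxR1 (90 nM in the dispensed reagent) was pre-reduced with 400 uM NADPH for 5 min at room temperature, then incubated with compound for 15 min. After 400 uM selenite was added, NADPH fluorescence (Ex 340/Em 450 nm) was followed for 8 min.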
RXFP1 agonist = qHTS Assay for Agonists of the Relaxin Receptor RXFP1; Relaxin receptor 1 (Homo sapiens), Q9HBX9; HEK293T-RXFP1 cAMP TR-FRET, 30 min; response scale: percent of porcine relaxin response, buffer zero; Potency, µM (highest dose often 57.5 µM), without a hit: at the highest dose activation, hits mostly activators; 370,000 compounds, 0.3% hits; also: % is scaled to controls: 0 for no effect and ±100 for the full control effect; nearly all actives have a fitted effect of over 60% in size; many of its hits are not listed in these tables
Target sequence (Q9HBX9 whole entry, looked up): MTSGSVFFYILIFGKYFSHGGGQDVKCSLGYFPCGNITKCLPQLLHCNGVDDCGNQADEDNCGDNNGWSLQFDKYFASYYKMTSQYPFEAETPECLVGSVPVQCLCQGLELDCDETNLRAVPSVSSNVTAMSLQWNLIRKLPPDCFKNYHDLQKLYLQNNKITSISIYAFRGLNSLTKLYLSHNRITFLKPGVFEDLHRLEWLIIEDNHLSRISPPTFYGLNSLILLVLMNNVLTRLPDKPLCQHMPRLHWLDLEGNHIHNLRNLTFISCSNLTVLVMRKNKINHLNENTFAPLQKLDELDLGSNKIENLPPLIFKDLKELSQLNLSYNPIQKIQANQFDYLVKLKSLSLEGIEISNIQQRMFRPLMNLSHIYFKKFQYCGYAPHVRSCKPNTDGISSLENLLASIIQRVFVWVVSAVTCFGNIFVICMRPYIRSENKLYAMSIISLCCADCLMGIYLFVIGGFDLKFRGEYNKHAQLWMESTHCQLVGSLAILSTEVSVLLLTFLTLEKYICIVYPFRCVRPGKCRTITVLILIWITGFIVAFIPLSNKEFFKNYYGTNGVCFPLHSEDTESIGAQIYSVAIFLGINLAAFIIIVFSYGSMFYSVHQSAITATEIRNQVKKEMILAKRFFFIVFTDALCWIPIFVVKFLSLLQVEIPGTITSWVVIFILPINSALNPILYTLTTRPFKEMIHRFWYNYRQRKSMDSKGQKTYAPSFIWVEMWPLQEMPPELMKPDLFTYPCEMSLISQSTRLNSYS
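HEK293T cells stably expressing RXFP1 were pretreated with the PDE4 inhibitor Ro 20174, exposed to compounds for 30 min at 37C, lysed, and cAMP was read by TR-FRET. Data normalized to buffer (basal) and 29 nM porcine relaxin (100%).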
TrxR1 substrate = qHTS Assay for Substrates of Mammalian Selenoprotein Thioredoxin Reductase 1 (TrxR1): qHTS; Thioredoxin reductase 1, cytoplasmic (Rattus norvegicus), O89049; purified TrxR1 substrate turnover, NADPH consumption readout; Potency, µM (series often up to 114 µM), for the others: top-dose activity change, negative = substrate turnover; 390,000 compounds, 0.01% hits; also: % is scaled to controls: 0 for no effect and ±100 for the full control effect; nearly all actives have a fitted effect of over 50% in size
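Rat TrxR1, dispensed at 90 nM, was prereduced with 400 uM NADPH (final) for 5 min at ~22 deg C, then incubated with compound 15 min before 400 uM selenite. A first-read NADPH fluorescence drop versus no-compound background flagged substrates.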
Vif-A3G inh = qHTS for Inhibitors of Vif-A3G Interactions: qHTS; Potency, µM (highest dose often 46.1 µM), without a hit: at the top dose activity, negative = active, actives largely listed as inhibitors; HeLa A3G-eYFP + Vif (tagged APOBEC3G with the HIV-1 protein that degrades it), YFP fluorescence, overnight; 410,000 compounds, 0.076% hits; DNA dC->dU-editing enzyme APOBEC-3G (Homo sapiens), Q9HC16;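 also: % is scaled to controls: 0 for no effect and ±100 for the full control effect; nearly all actives have a fitted effect of over 60% in size; hits raise eYFP signal because A3G escapes Vif-driven loss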
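Read-out is eYFP fluorescence (Ex 488/Em 500-530) from Vif-expressing HeLa A3G-eYFP cells; more signal means A3G escaped Vif-mediated degradation. Cells plated overnight, compound pinned in, incubated overnight at 37 deg C.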
USP1-UAF1 inh = Inhibitors of USP1/UAF1: Primary Screen. Potency, µM (top dose mostly 57.1 µM), for inactives: at the top dose activity change, negative = inhibition, most hits filed as inhibitors. recombinant USP1/UAF1, Ub-Rhodamine cleavage fluorescence. Ubiquitin carboxyl-terminal hydrolase 1 (Homo sapiens), O94782. 390,000 compounds, 0.23% hits; also: % is scaled to controls: 0 for no effect and ±100 for the full control effect; nearly all actives have a fitted effect of over 60% in size; inactives centre near -12
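USP1/UAF1 complex at 1 nM was preincubated with compound for 15 min at room temperature, then Ub-Rho substrate (150nM final) was added. Fluorescence (480/540 nm) was read kinetically, 6 reads every 60 seconds.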
Vif-A3F inh = qHTS for Inhibitors of Vif-A3F Interactions: qHTS; HeLa A3F-eYFP + Vif (tagged APOBEC3F with the HIV-1 protein that degrades it), YFP fluorescence increase; Potency, µM (series often up to 46.1 µM), for the others: at the top dose activity, negative = active; 390,000 compounds, 0.2% hits; AID 602313, 2012; also: % of control where 0% means no effect; nearly all actives have a fitted effect of over 65% in size
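Fluorescence increase (Ex 488/Em 500-530) after overnight compound treatment at 37 deg C flags inhibition of Vif-driven A3F-eYFP loss in stable HeLa A3F-eYFP/Vif cells seeded overnight beforehand.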
mIDH1 inhibitor = qHTS for Inhibitors of mutant isocitrate dehydrogenase 1 (IDH1): qHTS; Isocitrate dehydrogenase [NADP] cytoplasmic (Homo sapiens), O75874; IDH1-R132H enzyme, NADPH consumption, diaphorase/resazurin fluorescence; Potency, µM (series often up to 76.6 µM), inactives show at the top dose activity change, negative = inhibition, actives largely listed as inhibitors; 390,000 compounds, 0.093% hits; also: % is scaled to controls: 0 for no effect and ±100 for the full control effect; nearly all actives have a fitted effect of over 65% in size
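IDH1-R132H (0.5 ug/mL dispensed) in pH 7.5 Tris buffer was preincubated 30 min with compound, then given a substrate mix of 0.016 mM NADPH and 2 mM alpha-KG for 80 min at room temperature; remaining NADPH was read by diaphorase/resazurin fluorescence.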
* hit, by the source's call; ? = inconclusive; . = not tested or not shown; & = joins results of further samples; [ ] = dose if it differs, or a comment. Calls follow the shape of the dose curve; as a rule, active = well fitted curve in the direction sought with a large enough effect; inconclusive = small, poorly fitted or top-dose-only effect, or another doubt; inactive = no such curve, though single readings can be large; an effect the other way counts as inactive or inconclusive. Potency is read from the fitted curve at half-maximal effect. This is a subset, so the mix of outcomes need not match the whole.

SMILES	12-LOX inh	RGS4 inh	rTrxR1 inhibitor	RXFP1 agonist	TrxR1 substrate	Vif-A3G inh	USP1-UAF1 inh	Vif-A3F inh	mIDH1 inhibitor
CCc1ccc(NC(=O)COC(=O)CCCC2=NS(=O)(=O)c3ccccc3N2)cc1	-8%&-9%	-7%&27%	4%	-0.3%&-0.5%	1%	0%&1%	-2%&-24%	1%&-2%	-11%&21%
CCCc1ccc(OCC(=O)Nc2sc3c(c2C(=O)OC)CCCCC3)cc1	-25%	?	-18%	0.4%	-28%	6%	-18%	0%	0%
COc1cccc(Nc2nc(N)c([N+](=O)[O-])c(NCc3ccccc3)n2)c1	-42%	30%	10%	-2.4%	-5%	-14%	-6%	-7%	5%
O=C1CC(c2ccccc2)NC(=S)N1 (stereo not given)	10%	.	.	.	.	1%	?	-1%	9%
Cc1ccc(CN2C(=O)CCC2C(=O)NCc2cccnc2)cc1 (stereo not given)	1%	28%	32%	-1.9%	10%	0%	-7%	-9%	6%
COc1ccc(Nc2nc3ccccc3c(=O)[nH]2)cc1	0%	-14%[11.4 µM]	33%	4.2%	34%[activator]	2%	-18%	3%	-5%
COc1ccc(CNC(=O)Cc2c(C)c3c(cc(C)c4c(C)c(C)oc43)oc2=O)cc1OC	-25%	-14%	18%	0.4%	8%	1%	-14%	1%	6%
CCOc1ncccc1C(=O)OCC(=O)Nc1c(C)cc(C)cc1C	4%	24%[56.9 µM]	-7%	3.3%	-4%	0%	-3%	3%	4%
CCOC(=O)C1CCN(C(=O)c2c(C)oc3c2C(=O)c2ccccc2C3=O)CC1	?	1%	13%	5.1%	-5%	-19%	?	2%	5%
O=C(CC1SC(=O)NC1=O)Nc1ccc(Cl)cc1 (stereo not given)	-12%	-11%	20%[57.1 µM]	0.0%	11%[57.1 µM]	-2%	-1%	-3%	8%

Overlap with the part before: four compounds, then new ones.
SMILES	12-LOX inh	RGS4 inh	rTrxR1 inhibitor	RXFP1 agonist	TrxR1 substrate	Vif-A3G inh	USP1-UAF1 inh	Vif-A3F inh	mIDH1 inhibitor
COc1ccc(CNC(=O)Cc2c(C)c3c(cc(C)c4c(C)c(C)oc43)oc2=O)cc1OC	-25%	-14%	18%	0.4%	8%	1%	-14%	1%	6%
CCOc1ncccc1C(=O)OCC(=O)Nc1c(C)cc(C)cc1C	4%	24%[56.9 µM]	-7%	3.3%	-4%	0%	-3%	3%	4%
CCOC(=O)C1CCN(C(=O)c2c(C)oc3c2C(=O)c2ccccc2C3=O)CC1	?	1%	13%	5.1%	-5%	-19%	?	2%	5%
O=C(CC1SC(=O)NC1=O)Nc1ccc(Cl)cc1 (stereo not given)	-12%	-11%	20%[57.1 µM]	0.0%	11%[57.1 µM]	-2%	-1%	-3%	8%
CCNc1nc(Cl)nc(NCCOc2ccc(C)cc2)n1	-7%	-30%	1%	2.1%	-6%	-4%	-17%	-1%	6%
Cc1ccsc1C(=O)Nc1cccc(S(=O)(=O)N(C)C)c1	8%	7%	7%	6.7%	-1%	-2%	-19%	1%	-10%
O=C(N/N=C/c1ccc([N+](=O)[O-])o1)c1ccccc1NS(=O)(=O)c1cccs1	?	-11%	40µM*	0.3%	-1%	?	-22%	-3%	11%
CC(=O)CSc1ccc(-c2nc3cc(C)c(C)cc3[nH]2)cn1	0%	-43%	5%[57.1 µM]	21%	5%[57.1 µM]	-21%	-18%	-9%	16%
CC(=O)N1c2ccc(S(=O)(=O)N3CCC(C(=O)Nc4ccc(F)cc4)CC3)cc2CC1C (stereo not given)	3%	7%	4%	-2.5%	-11%	1%	-9%	-5%	-8%
O=c1c(Cl)c(NCc2ccccc2Cl)cnn1C12CC3CC(CC(C3)C1)C2	-20%	-3%	-12%	0.0%	-9%	-5%	-15%	1%	-6%
Cc1ccc(C)c(NC(=O)c2nnn(Cc3ccccc3)c2N)c1	-8%	17%	15%	3.2%	1%	-1%	?	-6%	1%
CN1C(=O)C(C(=O)NC(C)(C)C)C2c3ccccc3OC13CCCCC23 (stereo not given)	-11%	-16%	-9%	1.5%	-7%	4%	-13%	1%	1%
NC(=O)c1ccc(-c2noc(-c3ccccc3F)n2)cc1	-24%	3%	22%	0.9%	3%	-3%	.	0%	.
CC(=O)c1cc(Cl)ccc1OCc1cccc(S(=O)(=O)N2CCOCC2)c1	-21%	16%	-2%	3.3%	-13%	-6%	-8%	7%	4%
NC(=O)COc1c(-c2ccco2)oc2ccccc2c1=O	0%	18%	9%[57.1 µM]	2.8%	41%	0%	-14%	-13%	-6%
O=C(c1cccs1)N1CCCC(c2ccccc2)C1 (stereo not given)	-12%	8%	-13%	0.0%	-15%	1%	-8%	4%	1%
Cc1cccc(C(C)C)c1NC(=O)CSc1nncn1C	2%	-12%	27%	-0.4%	11%	-3%	-21%	-4%	1%
O=C(CCSc1nnc(-c2ccccc2)o1)N1CCOCC1	-1%	?	-2%	6.3%	-14%	2%	4%	8%	-2%
C=CCSc1nc(Cc2ccc(Cl)cc2)nc2ccccc12	0%	16%	29%	5.3%	5%	1%	-8%	-5%	8%
CNC(=S)N/N=C1\C(=O)c2cccc3cccc1c23	8%	-2%	8%	-1.5%	-1%	-7%	-1%	-9%	3%
COc1ccc(NC(=O)Nc2ccc(Br)cn2)cc1OC	0%	-17%	0%	-0.3%	-4%	-2%	-1%	-2%	-8%
O=C(NN1C(=O)C2C3C=CC(O3)C2C1=O)c1cccc(O)c1 (stereo not given)	-2%	-20%	?	0.2%	-10%	-1%	-8%	-1%	-1%
c1ccc(CCNc2ccc3c(c2)Cc2ccccc2-3)nc1	?	-7%	3%	.	-3%	-8%	?	-2%	-4%
CCN(C(=O)CSc1nc2cc(S(=O)(=O)N(CC)CC)ccc2n1CC)C1CCS(=O)(=O)C1 (stereo not given)	-2%	-7%	8%	2.7%	-2%[57.1 µM]	-2%	-24%	-14%	13%
Cc1ccc(CS(=O)(=O)c2ncc(Cl)c(C(=O)Nc3ccc(OC(F)F)cc3)n2)cc1	15%	?	28µM*	-1.1%	0%	-9%	-15%	10%	3%
CCN(CC)c1ccc2cc(C=O)c(=O)oc2c1	-6%	3%	?	0.1%	-20%	-18%	16µM*	?	-1%
CC(C)C(=O)Nc1nnc2n1CCS2	-24%	-10%	9%[57.1 µM]	-0.6%	-1%[57.1 µM]	-1%	-20%	-6%	11%
Oc1cc(Nc2ccncc2)cc2cccnc12	-2%	2%	10%	-0.5%	-1%	-7%	.	7%	.
CCOC(=O)c1ccc(NC(=O)c2csc3c2CCCC3)cc1	-24%	14%	20%	-2.0%	2%	4%	-9%	7%	-9%
O=C(CN1C(=O)/C(=C\c2ccccc2Cl)Sc2ccccc21)NCCCN1CCOCC1	5%	47%	6%	0.1%	-6%	0%	-2%	-24%	3%
O=C(CSc1nnc(-c2ccncc2)o1)NC1C2CC3CC(C2)CC1C3 (stereo not given)	4%	2%	-3%	0.7%	-10%	1%	-14%	8%	6%
Cc1cccc(-c2nnc3sc(-c4ccccc4C)nn23)c1	12%	14%	-18%	6.6%	3%[57.1 µM]	-5%	-14%	-4%	-6%
CCCCCn1c(SC(C)C(C)=O)nc2c1c(=O)[nH]c(=O)n2C (stereo not given)	?	4%	11%	2.3%	5%	3%	-21%	-5%	5%
c1ccc(CNCCCNCCCCNCCCNCc2ccccc2)cc1	-15%	9%	-7%	.	-7%	-10%	1%	0%	3%
CC(=O)N1CCN(C(=O)CCNC(=O)c2ccc(Br)cc2)CC1	38%[activator]	20%	-2%[57.1 µM]	.	-3%[57.1 µM]	1%	-15%	-1%	-9%
CN(C)/N=C/c1cc(Cl)cc([N+](=O)[O-])c1O	-7%	16%	-3%[57.1 µM]	-0.5%	2%[57.1 µM]	-2%	-4%	9%	4%
Cc1cccc(-n2ccnc2SCC(=O)c2c(N)n(C3CC3)c(=O)[nH]c2=O)c1C	-15%	13%	11%	-1.1%	1%	-3%	-12%	-14%	-6%
O=C(c1ccc2c(c1)OCO2)N1CCc2ccccc21	-25%	-6%	6%[57.1 µM]	-0.3%	0%[57.1 µM]	-3%	-9%	-2%	-4%
CCCS(=O)(=O)c1nc(S(=O)(=O)c2ccc(Cl)cc2)c(N2CCC(O)CC2)s1	-12%	15%[11.4 µM]	-8%	7.2%	-9%	5%	-22%	2%	0%
COc1ccc(/C=C(\C#N)C(=O)OC2CCOC2=O)cc1 (stereo not given)	?	-15%	-3%[57.1 µM]	-0.3%	-3%[57.1 µM]	5%	-1%	9%	4%
